Screens as filed in PubChem BioAssay.
aSyn 5UTR inh – MLPCN primary screen, SNCA 5' untranslated region. AID 1813. alpha-synuclein 5'UTR reporter, inhibitor activity. 0.82% of 300,000 active. inhibition, % (tested at 7.5 µM); in the data active means inhibition above about 60%;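 further: H4 neuroglioblastoma cells stably carrying SNCA 5'UTR luciferase fusion; 0% = DMSO wells and 100% = positive control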
HSP90 refold inh – HSP90 refolding inhibition in rabbit reticulocyte lysate | luciferase refolding luminescence, 3 h | inhibition, % at 5.6 µM | 0.91% of 290,000 active | AID 1789;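 active means inhibition above the screen-wide mean plus 3 SD, computed separately per campaign, cut at about 16% in these data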;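 further: 0% = DMSO wells and 100% = 60 µM geldanamycin wells; inhibitors lower the luminescence because luciferase stays unfolded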
HSF1 activator – increases HSF-1 driven luciferase reporter signal; NIH3T3-HGL HSF-1 luciferase reporter, MG132, 8 h; 100% = twice DMSO control signal; activation, % at 9 µM; 1.7% of 300,000 active; AID 504408;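 active means mean replicate activation of at least 50% with a set share of replicates each reaching 50%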;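 further: 0% = median of the neutral control wells and 100% = twice that signal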
AI-2 QS modul – Vibrio harveyi AI-2 quorum sensing modulation; Vibrio harveyi JMH597 AI-2 luminescence/OD600 ratio, 9 h; stronger effect = lower value; strain lacks LuxN and CqsS sensors; 0 = neutral-control median; 0.4% of 300,000 active; activity change, % at 7.5 µM; AID 2094; in the data active means activity change below about -75%, passing the limit was not always enough;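 further: luminescence divided by OD600 gain over 9 h not by final OD600 alone; inactives centre near 13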
GSK3B inh – human GSK3beta kinase inhibition | P49841 | GST-GSK3beta kinase, ADP-Glo luminescence, 60 min; stronger effect = lower value | activity score (negative = inhibition), % at 10 µM | 0.038% of 300,000 active | AID 2097;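 active means more than half of replicate wells score below -50%, meaning over 50% inhibition versus plate controls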;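 further: 0% = median DMSO wells and -100% = median GW8510 positive control wells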
Target sequence (P49841 whole entry, looked up): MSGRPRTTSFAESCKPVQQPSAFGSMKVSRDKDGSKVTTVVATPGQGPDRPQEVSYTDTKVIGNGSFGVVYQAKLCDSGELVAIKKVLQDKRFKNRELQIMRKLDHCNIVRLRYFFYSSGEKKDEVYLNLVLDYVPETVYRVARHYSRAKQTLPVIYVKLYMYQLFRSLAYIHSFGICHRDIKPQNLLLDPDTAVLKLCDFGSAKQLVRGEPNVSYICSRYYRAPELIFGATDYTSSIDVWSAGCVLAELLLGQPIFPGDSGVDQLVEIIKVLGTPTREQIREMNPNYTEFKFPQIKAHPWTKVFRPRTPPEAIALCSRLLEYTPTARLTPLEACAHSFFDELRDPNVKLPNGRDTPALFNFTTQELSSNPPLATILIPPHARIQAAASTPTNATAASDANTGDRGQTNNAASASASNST
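Assay system: GST-tagged human GSK3beta kinase, cell-free; Input: 1.6 ng GSK3beta; Medium: Tris/MgCl2 kinase buffer; Timing: 60 min enzyme reaction, room temperature; Signal: ADP-Glo luminescence quantifying ADP generated by kinase; Evaluation: score relative to plate controls; Benchmarks: DMSO neutral wells and GW8510 at 20 µM as positive.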
PolyA inhibitor – inhibitors of polyadenylation in S. cerevisiae | S. cerevisiae SKY197-pL101 polyadenylation reporter, beta-gal luminescence; efflux-impaired pdr1/pdr3 knockout yeast; score 100 = 6 SD above DMSO | calls only at 12 µM | 0.02% of 300,000 active;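 active means lowest replicate activity score at least 50, where 100 means six control SD above control mean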;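 further: yeast exposed to compound for 9 h at 30 °C; higher score means more reporter readthrough which indicates perturbed polyadenylation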
HSF1 inh – HSF1 inhibition; activity change, negative = inhibition, % at 7.5 µM (by protocol); NIH3T3-HGL HSE-luciferase, MG132-induced, luminescence 8 h; stronger effect = lower value; 0.77% of 300,000 active;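 active means more than half of replicate wells show activity change below -50%, luminescence cut by over half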;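 further: luciferase reports HSF-1 transcriptional activity via heat shock element; 0% = median of DMSO wells and -100% = zero luminescence signal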
IEC-6 tox – IEC-6 cytotoxicity, counter-screen for KLF5 inhibitors; luminescence viability; inhibition, % at 5 µM; AID 1825; 0.78% of 290,000 active; in the data active means inhibition above about 22%;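 further: 0% = plate median of test compound wells and 100% = cytotoxic reference compound wells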
GSK3A inh – inhibitors of human GSK-3 alpha kinase. ADP-Glo luminescence, 60 min. inhibition, % at 10 µM. 0.1% of 320,000 active;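 in the data active means inhibition above about 50%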;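 further: GST-tagged GSK-3 alpha with peptide substrate and 25 µM ATP; 0% = DMSO neutral wells and 100% = GW8510 positive control wells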
Target sequence (P49840 whole entry, looked up): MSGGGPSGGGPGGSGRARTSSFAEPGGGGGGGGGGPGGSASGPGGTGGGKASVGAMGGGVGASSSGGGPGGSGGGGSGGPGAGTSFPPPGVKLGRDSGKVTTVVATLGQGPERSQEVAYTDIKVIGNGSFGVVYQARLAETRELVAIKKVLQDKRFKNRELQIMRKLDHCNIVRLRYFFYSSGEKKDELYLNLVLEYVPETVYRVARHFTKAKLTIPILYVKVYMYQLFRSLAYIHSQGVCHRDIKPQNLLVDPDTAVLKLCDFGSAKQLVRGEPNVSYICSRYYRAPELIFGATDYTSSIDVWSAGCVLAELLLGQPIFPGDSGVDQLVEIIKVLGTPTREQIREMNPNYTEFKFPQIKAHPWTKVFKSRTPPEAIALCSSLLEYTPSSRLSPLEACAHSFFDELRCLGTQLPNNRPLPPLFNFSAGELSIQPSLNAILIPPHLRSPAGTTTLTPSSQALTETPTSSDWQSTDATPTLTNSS
KLF5 inh – inhibitors of KLF5 expression | DLD-1 KLF5 promoter-luciferase reporter, luminescence | inhibition, % at 5 µM | 0.23% of 290,000 active | AID 1700;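 active means inhibition above a per-plate limit of that plate's mean compound inhibition plus 3 SD, cut at about 60% in these data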;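 further: 0% = DMSO wells and 100% = LY294002 at 200 µM; higher means less KLF5 promoter-driven luciferase light; inactives centre near -14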
Starred values were filed as active, the others as inactive; i = inactive; · = no result given. A portion of the library. The share of hits here may be higher or lower than overall.

A first look (2 entries):
no.	Structure	aSyn 5UTR inh	HSP90 refold inh	HSF1 activator	AI-2 QS modul	GSK3B inh	PolyA inhibitor	HSF1 inh	IEC-6 tox	GSK3A inh	KLF5 inh
1	Cc1cc(NC(=O)CSc2nnc3c(C)cc4c(C)ccc(C)c4n23)no1	-14.9	4.4	-7.3	-10.5	2.7	i	-4.4	54.9*	0.3	52.4
2	Cc1cc(NC(=O)C(C)(C)C)no1	12.0	-1.8	1.7	28.0	0.0	i	0.8	-4.4	-0.8	-13.3

This part in full, from the first entry:
no.	Structure	aSyn 5UTR inh	HSP90 refold inh	HSF1 activator	AI-2 QS modul	GSK3B inh	PolyA inhibitor	HSF1 inh	IEC-6 tox	GSK3A inh	KLF5 inh
1	Cc1cc(NC(=O)CSc2nnc3c(C)cc4c(C)ccc(C)c4n23)no1	-14.9	4.4	-7.3	-10.5	2.7	i	-4.4	54.9*	0.3	52.4
2	Cc1cc(NC(=O)C(C)(C)C)no1	12.0	-1.8	1.7	28.0	0.0	i	0.8	-4.4	-0.8	-13.3
3	COc1ccccc1N(CC(O)Cn1ccnc1C)S(=O)(=O)c1ccccc1 (centres undefined)	2.0	-0.2	-7.0	6.4	1.5	i	-3.8	2.6	5.0	-13.3
4	CN(CC(=O)Nc1cccc(C#N)c1)Cc1ccc(Cl)cc1	-27.2	3.5	10.1	12.2	1.5	i	-1.4	7.4	2.6	-6.9
5	CCOc1ccc(C(=O)Nc2c3c(nn2-c2ccc(F)cc2)CS(=O)C3)cc1 (centres undefined)	2.8	4.4	38.6	32.1	0.5	i	5.5	-6.2	-1.2	-20.2
6	COC(=O)c1[nH]c(C)c(/C(O)=C2\C(=O)C(=O)N(CCN3CCOCC3)C2c2ccco2)c1C (centres undefined)	-0.4	-0.6	-6.9	6.8	2.3	i	0.3	-6.4	-0.4	-21.2
7	Cc1ccc2c(Cl)c(C(=O)NC3CC3)sc2c1	·	8.2	·	-10.8	-1.1	·	·	7.8	·	-136.8
8	COCCNC(=O)CSc1nnc(-c2ccccc2F)n1Cc1ccccc1	10.1	-4.1	5.5	4.4	0.9	i	-3.6	-1.0	·	-10.0
9	Cc1cc(C(=O)NNS(=O)(=O)c2ccc(C(C)(C)C)cc2)nn1C(C)(C)C	-6.0	1.8	8.8	1.9	-3.8	i	5.0	4.8	2.0	-5.4
10	O=C(Cc1c(F)cccc1Cl)NNC(=O)Nc1ccc2c(c1)OCO2	-21.9	-2.3	1.7	17.4	2.9	i	-10.2	-7.1	1.9	-26.8
11	CCOc1ccccc1-n1c(C)nc2cc(C(=O)O)ccc21	8.4	0.3	-1.8	14.7	0.1	i	-6.9	-6.9	-0.7	11.1
12	Cc1ccc(NC(=O)C2=C(c3ccccc3)S(=O)(=O)CCS2(=O)=O)cc1	-9.5	2.4	-78.3	-46.1	-0.3	i	-74.9*	7.3	-0.2	2.4
13	CC(=O)c1ccc(NS(=O)(=O)c2ccc(N)cc2)cc1	-16.7	2.8	10.7	3.2	-2.3	i	4.6	9.4	-0.9	-8.7
14	Cc1cccc(C)c1-n1c(C)nn(Cc2ccc([N+](=O)[O-])cc2)c1=O	-5.1	5.1	15.6	34.5	-3.8	i	3.4	1.2	-2.8	-14.5
15	C=CCSc1nc2c(c(C3CC=CCC3)c1C#N)CCC2 (centres undefined)	29.2	0.4	-11.9	7.1	2.5	i	-7.7	1.5	-23.8	-29.7
16	C/C=C(\C)CN1CCC(n2nccc2NC(=O)CCCc2ccccc2)CC1	-2.2	-3.4	11.5	20.1	0.4	i	2.2	-4.9	-1.3	-47.3
17	Cc1ccsc1C(=O)N[C@@H](C)c1nnc2ccccn12	-9.0	0.1	2.6	7.6	-9.2	i	-3.8	-0.3	-1.1	-36.7
18	CCn1c(=O)cc(SCC(=O)NCCC2=CCCCC2)c2ccccc21	-13.8	2.5	19.9	0.9	2.1	i	4.9	7.5	-4.6	-3.8
19	CSC1=N/C(=C\c2ccc(C)cc2)C(=O)S1	19.7	1.7	6.0	-16.0	0.7	i	-0.2	-2.8	1.0	-2.5
20	COc1ccc(C(NC(=O)/C=C\c2ccco2)c2ccc(OC)c(OC)c2)cc1 (centres undefined)	-0.4	4.6	22.0	42.0	0.3	i	0.1	-3.5	0.6	-6.3
21	CC(=O)N1N=C(c2ccc(C)cc2)CC1c1ccco1 (centres undefined)	-97.7	1.9	19.1	14.7	-0.3	i	18.2	-3.4	0.1	-75.0
22	Cc1cccc(C(=O)NCC(=O)NCCCSc2ccccc2)c1	-8.1	·	10.9	37.8	2.4	i	5.2	·	-2.8	·
23	CC(=O)c1ccc(OCc2cc(C(=O)NC(C)Cc3ccccn3)no2)cc1 (centres undefined)	-2.6	-2.0	0.6	8.3	2.6	i	-1.9	-3.8	-1.3	-44.2
24	O=C(Nc1ccc(Br)cc1)C1CCN(C(=O)c2ccco2)CC1	-5.6	-1.7	1.0	22.3	1.8	i	1.7	-3.1	-0.3	-27.9
25	NC(=O)c1ccccc1NC(=O)c1ccc2ccccc2c1	-138.8	3.5	66.1*	9.6	-5.8	i	46.4	6.9	-2.5	-182.5
26	Nc1c(C(=O)N/N=C/c2ccc(OCc3ccccc3)cc2)cnn1-c1ccccc1	37.9	-7.0	-7.1	-4.1	1.0	i	-1.4	-2.3	3.1	-42.7
27	O=[N+]([O-])c1ccc2nc(C(O)C(O)c3nc4ccc([N+](=O)[O-])cc4[nH]3)[nH]c2c1 (centres undefined)	7.3	3.8	12.1	18.6	2.0	i	3.3	0.7	-0.5	-2.6
28	Cn1c(=O)c2cn3c(c2n(C)c1=O)C(c1ccccc1)CC(c1ccccc1)=N3 (centres undefined)	9.6	-2.8	44.9	7.4	-0.5	i	13.5	3.1	1.5	-17.5
29	CN1CCCC2(CCCN(Cc3nc(Cc4cccc(C(F)(F)F)c4)no3)C2)C1 (centres undefined)	-1.3	-6.6	7.7	29.2	1.9	i	-2.0	2.0	1.1	-10.6
30	O=C(CCCNC(=O)c1ccc(Cl)cc1)NCc1ccccc1F	9.3	-1.1	-19.8	6.7	1.6	i	-4.8	2.4	-1.8	-17.6
31	Cc1ccc(NC(N)=S)cc1C	9.7	0.1	7.8	28.1	1.6	i	-5.9	-6.4	-2.1	3.7
32	O=C(CCn1cccc1)NCCc1ccc(Cl)cc1	-2.0	5.8	5.1	7.3	0.0	i	8.0	2.9	-0.9	-52.8
33	COc1cccc(NC(=O)C2C3C=CC4(O3)C2C(=O)N(CCCN2CCC(C)CC2)C4C(=O)NC2CCCCC2)c1 (centres undefined)	12.6	-0.4	-13.1	15.4	0.3	i	-6.8	-6.6	1.1	3.6
34	CCn1c2c(c(=N)c3c1CCC3)CCC2	5.8	-4.6	7.3	19.7	1.5	i	-6.6	0.1	-3.2	-29.9
35	COc1ccc(-n2nc3c(N4CCC(C(=O)N5CCC(C)CC5)CC4)nnc(C)c3c2C)cc1	16.3	-2.0	54.9*	15.4	0.1	i	17.2	6.3	-0.2	6.5
36	Cc1ccc(C)c(NC(=S)NCC(c2ccccc2)N(C)C)c1 (centres undefined)	24.8	-1.5	-3.3	-0.4	0.0	i	0.0	4.8	-2.2	6.4
37	COc1ccc(CCNC(=O)CN2c3cccc4cccc(c34)S2(=O)=O)cc1OC	45.6	0.6	5.4	11.1	-1.9	i	-2.9	6.3	0.4	7.6
38	O=C(CN1CCN(S(=O)(=O)c2ccccc2)CC1)Nc1ccc2c(c1)CCC2	-24.3	-1.3	-2.2	18.4	2.8	i	3.9	-3.3	-3.6	5.8
39	COc1cc(OC)cc(C(C(=O)NCc2ccccc2)N(Cc2ccco2)C(=O)c2ccno2)c1 (centres undefined)	-1.6	-1.2	15.7	23.0	-7.7	i	10.5	5.0	-5.5	-8.2
40	C=CCNC(=S)Nc1ccc(Cl)c(S(=O)(=O)N2CCOCC2)c1	-23.9	3.1	-4.1	16.4	-2.3	i	0.6	-6.5	1.5	3.9
41	O=C(CN1CCCCCC1)Nc1ccc([N+](=O)[O-])cc1Cl	0.2	0.9	24.2	4.3	0.2	i	2.1	-5.7	0.2	-48.8
42	Cn1cnnc1SCC(=O)c1c[nH]c2ccccc12	-91.8	4.2	24.1	3.5	8.1	i	7.5	3.9	2.6	-29.6
43	O=C(CSc1nc(-c2ccc(Cl)cc2)[nH]c(=O)n1)Nc1cccc(Cl)c1	-22.9	4.8	-14.7	-13.9	2.4	i	2.0	0.1	-0.8	-21.9
44	COc1ccc2c(=O)c3c(=O)n(CCc4ccccc4)c(C(C)C)nc3oc2c1	-14.3	4.4	-4.7	27.6	2.2	i	-0.6	8.8	10.7	11.8
45	O=C(CCCN1C(=O)c2ccccc2C1=O)NC1=NCCS1	18.8	-1.0	19.6	38.7	1.4	i	2.2	-0.6	·	-22.1
46	Clc1cccc(Cl)c1/C=N/Nc1c(Cl)cncc1Cl	-30.0	1.8	-16.8	-4.4	-1.2	i	-6.2	57.7*	-3.1	9.1
47	COc1ccc(C)cc1NC(=O)CSc1nc2ccccc2nc1N1CCCCC1	16.1	2.3	-11.2	15.0	-0.5	i	-0.1	13.3	-0.4	6.7
48	COc1cc(C(=O)N2C[C@H]3CC[C@H]2C3)ccc1OC1CCN(C(C)=O)CC1	1.2	-5.1	3.7	13.2	2.3	i	-1.2	-2.3	-0.4	-10.3
49	Cc1ccc(-c2noc(C3CCCN(C(=O)c4cccc([N+](=O)[O-])c4)C3)n2)o1 (centres undefined)	-57.3	1.2	28.6	-16.9	-0.6	i	23.4	0.0	3.8	-58.9
50	CCCOc1ccc(N2C(=O)CC(N(CCc3ccc(S(N)(=O)=O)cc3)C(C)=O)C2=O)cc1 (centres undefined)	19.3	-5.4	7.1	25.7	-2.2	i	1.9	1.2	-0.4	-18.4

The listing continues.
no.	Structure	aSyn 5UTR inh	HSP90 refold inh	HSF1 activator	AI-2 QS modul	GSK3B inh	PolyA inhibitor	HSF1 inh	IEC-6 tox	GSK3A inh	KLF5 inh
51	C/C(CS(=O)(=O)c1ccccc1)=N\O	-12.4	-1.4	-11.3	9.2	-1.2	i	-1.4	-5.6	-1.3	16.7
52	C=CCN1C(=O)/C(=C2/Sc3ccccc3N2C)SC1=Nc1ccccc1C	36.9	2.3	-3.3	13.9	-23.6	i	-7.5	0.4	0.0	-8.1
53	CCCN1CCN(CCCNC(=O)C(CC)n2nc(C)c3sc4ccccc4c3c2=O)CC1 (centres undefined)	11.7	1.0	-8.0	10.4	-0.8	i	-2.4	4.8	-1.4	-30.6
54	Cc1ccnc(NC(=O)COC(=O)c2ccc(F)cc2F)n1	-22.4	3.7	-6.5	-3.5	-0.5	i	-5.2	-0.1	-3.0	-19.9
55	COc1cc(C2Nc3ccccc3C(=O)N2c2ccccc2)c(Br)cc1OCC(=O)O (centres undefined)	-13.4	2.3	-1.3	10.6	-0.2	i	-1.4	-4.7	2.7	-46.0
56	CC(=O)Nc1ccc(SCC(=O)N(CCC#N)c2ccc(C)cc2)cc1	-8.8	3.7	9.1	25.4	2.8	i	-2.5	2.3	1.4	-6.6
57	CCC(C)N1C(=O)C2C(C(=O)Nc3cccc(OC)c3)C3C=CC2(O3)C1C(=O)NC1CCCCC1C (centres undefined)	·	4.7	·	·	·	·	·	-2.8	-1.6	3.4
